Screening results as filed in PubChem.
NCOA3 inh – inhibits human SRC3 coactivator; 0.17% of 360,000 active; HEK293 GAL4-SRC3 luciferase reporter, luminescence; inhibition, % at 3.6 µM; Q9Y6Q9; AID 588352;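 active = inhibition above a per-campaign cutoff, the mean of all compounds plus 3 SD, cut at about 60% in these data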;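 also: 0% = DMSO-treated cells and 100% = gossypol-treated cells at 36 µM; higher means less SRC3-driven luciferase light from the GAL4 reporter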
NR2F2 inh – NR2F2 (human) inhibition, primary screen; 0.7% of 370,000 active; P24468; inhibition, % at 8.6 µM; HEK293T NGFI-A luciferase reporter, luminescence; AID 686940;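 active = inhibition above a per-plate cutoff, mean inhibition of test wells between control levels plus 3 SD, cut at about 38% in these data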;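 also: cells cotransfected with COUP-TFII expression vector driving the NGFI-A reporter; 0% = median of COUP-TF2 test wells and 100% = reporter-only cells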
C8 TRAIL sens – caspase-8 TRAIL sensitization | NB7+C8 cells + TRAIL, ATPlite viability luminescence | inhibition (viability loss, TRAIL sensitization), % at 10 µM | 1% of 360,000 active | AID 624354;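 active = compounds causing at least 50% loss of cell viability in the single-dose screen, relative to plate controls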
TWEAK Fn14 block – blocks TWEAK-Fn14 interaction in a reporter cell assay | TWEAK-stimulated Fn14 reporter cells, luciferase luminescence, 8 h | inhibition, % at 10 µM | 2% of 360,000 active; in the data active = inhibition above about 50%
EBV LMP1 NFkB – inhibitors of Epstein-Barr LMP1-induced NF-kappaB reporter. LMP1-induced NF-kappaB luciferase reporter cells, luminescence. inhibition, % at 12.5 µM. 0.69% of 350,000 active; in the data active = inhibition above about 41%;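 also: 0% = neutral control wells and 100% = reference inhibitor control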
NR5A2 inv ag – inverse agonists of human LRH-1 (NR5A2) | O00482 | HEK293T StAR-luciferase reporter, LRH-1 transfected, 24 h | inhibition, % at 3.6 µM | 0.13% of 360,000 active | AID 602396;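 active = inhibition above the mean inhibition of all tested compounds plus 3 SD, cut at about 73% in these data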;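 also: 0% = DMSO wells and 100% = reporter-only cells lacking LRH-1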
SRC1 inh – human NCOA1 inhibition; Q15788; HEK293 GAL4-SRC1 luciferase reporter, luminescence; inhibition, % at 3.6 µM; 0.12% of 360,000 active; AID 588354;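 active = inhibition above the campaign mean plus 3 SD, with each screening campaign given its own cutoff, cut at about 60% in these data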;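 also: 0% = DMSO treated cells and 100% = gossypol at 36 µM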
Target sequence (Q15788 whole entry, looked up, the tested form may be a part): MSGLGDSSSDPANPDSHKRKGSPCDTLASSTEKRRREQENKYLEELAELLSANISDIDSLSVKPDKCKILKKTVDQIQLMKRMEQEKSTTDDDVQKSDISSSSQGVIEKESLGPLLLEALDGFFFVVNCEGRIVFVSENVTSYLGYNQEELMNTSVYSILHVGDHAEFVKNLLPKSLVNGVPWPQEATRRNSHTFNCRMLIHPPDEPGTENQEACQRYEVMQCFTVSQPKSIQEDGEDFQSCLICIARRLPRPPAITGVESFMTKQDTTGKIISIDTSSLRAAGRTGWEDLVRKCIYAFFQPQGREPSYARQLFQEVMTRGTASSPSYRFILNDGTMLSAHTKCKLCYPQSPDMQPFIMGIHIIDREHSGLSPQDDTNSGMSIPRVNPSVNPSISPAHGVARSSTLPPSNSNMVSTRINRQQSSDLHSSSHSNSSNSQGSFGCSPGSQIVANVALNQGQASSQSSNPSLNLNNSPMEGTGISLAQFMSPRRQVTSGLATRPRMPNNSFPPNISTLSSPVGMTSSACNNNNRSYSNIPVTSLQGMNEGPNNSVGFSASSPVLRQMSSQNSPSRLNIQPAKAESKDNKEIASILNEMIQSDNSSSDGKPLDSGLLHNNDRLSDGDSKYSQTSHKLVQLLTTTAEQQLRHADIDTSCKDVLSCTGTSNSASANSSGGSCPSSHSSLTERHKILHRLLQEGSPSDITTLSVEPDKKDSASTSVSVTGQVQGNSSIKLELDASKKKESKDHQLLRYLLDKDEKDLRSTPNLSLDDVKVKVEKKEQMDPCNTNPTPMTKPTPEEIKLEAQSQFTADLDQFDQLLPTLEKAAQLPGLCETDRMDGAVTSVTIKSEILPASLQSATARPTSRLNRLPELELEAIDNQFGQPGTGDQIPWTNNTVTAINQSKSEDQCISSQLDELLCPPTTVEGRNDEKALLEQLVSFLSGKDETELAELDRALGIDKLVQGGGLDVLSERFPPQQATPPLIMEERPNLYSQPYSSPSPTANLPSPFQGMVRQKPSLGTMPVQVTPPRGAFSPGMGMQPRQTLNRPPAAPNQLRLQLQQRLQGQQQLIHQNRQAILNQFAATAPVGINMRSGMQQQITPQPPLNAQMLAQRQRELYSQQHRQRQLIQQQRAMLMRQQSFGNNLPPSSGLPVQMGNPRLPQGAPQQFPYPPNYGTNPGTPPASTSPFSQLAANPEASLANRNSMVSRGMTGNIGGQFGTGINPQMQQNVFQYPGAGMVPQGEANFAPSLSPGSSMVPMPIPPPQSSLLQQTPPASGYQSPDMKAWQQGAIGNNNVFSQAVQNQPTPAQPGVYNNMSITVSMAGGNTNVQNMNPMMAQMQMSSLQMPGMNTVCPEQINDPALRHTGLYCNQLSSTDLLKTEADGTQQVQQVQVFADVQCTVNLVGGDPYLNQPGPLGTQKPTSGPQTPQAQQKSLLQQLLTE
TLR9-MyD88 inh – inhibitors of human TLR9-MyD88 binding. Q9NR96+Q99836. CHO BLA complementation TLR9-MyD88, CCF4 FRET ratio. inhibition, % at 4.98 µM. 0.21% of 340,000 active;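 active = inhibition above the mean over all tested compounds plus 3 SD, cut at about 21% in these data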;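 also: 0% = DMSO only wells and 100% = clavulanate BLA inhibitor control wells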
NOD2 RIPK2 PPI – inhibitors of human NOD2-RIPK2 interaction; 0.38% of 360,000 active; CHO BLA complementation NOD2-RIPK2, CCF4 ratio; O43353; inhibition, % at 4.98 µM; in the data active = inhibition above about 21%;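 also: 0% = vehicle only and 100% = reference blocker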
TROY signal inh – blocks TROY-dependent signaling in reporter cells. Q293 LMP1-TROYcd NF-kB luciferase reporter, 4 h. inhibition, % at 10 µM. 0.98% of 360,000 active;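 active = compounds whose plate-normalised and pattern-corrected inhibition of the luciferase reporter signal at the single screening dose is 50% or more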
SRC2 inh – inhibits human steroid receptor coactivator 2. 0.17% of 370,000 active. inhibition, % at 9 µM. AID 651957. HEK293 GAL4-SRC2 luciferase reporter, luminescence. Q15596;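 active = inhibition above the mean inhibition of all tested compounds plus 3 SD, set per campaign, cut at about 52% in these data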;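 also: 0% = DMSO treated cells and 100% = cells given Gossypol at 36 µM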
Numbers without * were called inactive; . = not tested or not shown; & = joins results of further samples.

No.	compound	NCOA3 inh	NR2F2 inh	C8 TRAIL sens	TWEAK Fn14 block	EBV LMP1 NFkB	NR5A2 inv ag	SRC1 inh	TLR9-MyD88 inh	NOD2 RIPK2 PPI	TROY signal inh	SRC2 inh
1	Cc1cc(C)c(C(O)c2ncc(-c3cccc4ccccc34)[nH]2)c(C)c1 (stereo not drawn)	6	4	-14	-26	.	21	12	.	-12	2	-4
2	CCOC(=O)C1(CC2CCCCO2)CCN(C(=O)Nc2ccccc2CC)CC1 (stereo not drawn)	10	3	-4	-7	1	4	5	-6	-25	-5	3
3	Nc1cc(C(=O)OCC(=O)c2ccc(CC(=O)N3CCOCC3)s2)ccc1Cl	-19	-2	-5	-4	1	12	5	-8	9	-1	15
4	CC(C)(C)OC(=O)C[C@H]1C/C=C\C[C@@H](CC(=O)N[C@H](CO)Cc2ccccc2)C(=O)NC[C@H](c2ccccc2)OC1=O	-1	5	-4	6	-5	-2	-2	0	-7	-7	-44
5	O=C(Cc1ccc(S(=O)(=O)N2CCOCC2)s1)N(Cc1ccccc1)c1ccccc1	9	12	19	0	-12	18	-8	-4	-1	7	13
6	Cc1ccc(NC(=O)CC2Oc3ccccc3NC2=O)c(C)c1 (stereo not drawn)	3	-6	-13	-9	7	7	3	-4	-2	-6	4
7	COc1ccccc1NC(=O)c1ccc(N2CC3CC(C2)c2cccc(=O)n2C3)c(NC(=O)c2ccncc2)c1 (stereo not drawn)	13	1	-16	-22	2	9	-10	-5	-7	-9	10
8	Cc1ccc(CNC(=O)CCNC(=O)c2ccc(Br)o2)cc1	9	9	1	5	2	-4	14	-2	-4	1	-6
9	O=C(CSCc1cccc(Br)c1)N=Nc1c(O)[nH]c2ccccc12	2	-5	-12	-15	-16	9	-23	9	-2	7	-32
10	Cc1cc(C)c(S(=O)(=O)Nc2ccc3c(c2)CCC3)c(C)c1	9	8	-13	37	2	-3	17	9	-8	19	11
11	O=C(CCNC(=O)c1ccco1)Nc1nc(-c2ccccc2)cs1	-111	-78	2	-42	.	-127	-93	.	1	-37	31
12	COc1ccc(S(=O)(=O)Nc2ccc3cn[nH]c3c2)cc1[N+](=O)[O-]	-32	-21	-1	-14	-10	14	-14	-6	1	-6	-15
13	C[C@@H]1CCCCO[C@H](CN(C)S(=O)(=O)c2cccs2)[C@H](C)CN([C@@H](C)CO)C(=O)c2cc(NC(=O)NC3CCCCC3)ccc2O1	7	4	-2	11	-6	-3	6	2	-8	16	17
14	O=[N+]([O-])c1cc([N+](=O)[O-])c(Oc2cccc3c2CCCC3)cc1NN1CCCCC1	0	-9	-7	3	24	-4	2	-7	-7	-10	11
15	COc1ccc(Nc2nc3ccccc3c(=O)[nH]2)cc1	-8	12	-1	-1	5	-8	10	7	-1	-17	13
16	CC(=O)c1cc2c(cc1NC(=O)c1ccc(C)cc1)OCCO2	-36	-12	3	-12	-27	8	-16	9	-14	-61	-13
17	Cc1cccc(CCNC(=O)C2CCC(=O)N(Cc3ccccc3F)C2)n1 (stereo not drawn)	14	-18	7	-11	5	-2	0	-5	-7	-14	-3
18	Cc1ccc(NC2=C(C(=O)c3ccccc3)N(C)S(=O)(=O)c3ccccc32)cc1	-2	5	2	23	-1	-8	-2	-7	-11	22	-4
19	Cc1ccc2cc3cc(C(=O)NCCCN4CCc5ccccc5C4)oc3nc2c1	-14	-22	1	-7	-12	-5	-22	-3	-16	-15	-6
20	COC(=O)c1ccccc1NC(=O)c1cc(OC)cc(OC)c1	20	0	11	-2	6	17	-28	2	4	-4	13

Copied from the list:
Under NR2F2 inh, #14 has -9
Under TLR9-MyD88 inh, #17 has -5
Under SRC1 inh, #4 has -2
Under TLR9-MyD88 inh, #2 has -6
Under C8 TRAIL sens, #1 has -14
Under SRC1 inh, #6 has 3
Under EBV LMP1 NFkB, #8 has 2

The list goes on.
No.	compound	NCOA3 inh	NR2F2 inh	C8 TRAIL sens	TWEAK Fn14 block	EBV LMP1 NFkB	NR5A2 inv ag	SRC1 inh	TLR9-MyD88 inh	NOD2 RIPK2 PPI	TROY signal inh	SRC2 inh
21	Cc1cccc(OCc2nnc(SCC(=O)N3CCCC3)n2C)c1	9	8	-6	10	-10	2	11	5	-3	3	-12
22	C=CCc1cc(/C=N/NC(=O)CSc2nnc(CCCc3ccc(OC)cc3)o2)cc(OC)c1O	4	9	-2	11	11	29	-15	-10	7	7	16
23	O=C(O)CCc1ccc(-c2cccs2)n1NC(=O)c1ccc(Cl)cc1	-14	-13	-18	-12	-9	-10	-4	4	-1	-19	-11
24	O=C1NC[C@H](CCCCN2C[C@H](Cc3ccccc3)N(CCC3CCCCC3)C(=O)C2=O)N(CCC2CCCCC2)C1=O	.	-7	17	27	.	-1	.	.	-1	77*	-4
25	COc1cccc(O)c1CN1CCC(n2nccc2NC(=O)c2ccc3c(c2)OCO3)CC1	17	17	1	15	5	9	-2	-4	-9	3	-15
26	O=C(Nc1cccc(Cl)c1)c1ccc(-n2cncn2)c([N+](=O)[O-])c1	7	2	32	20	11	-14	-17	-4	-6	5	-21
27	O=C(NCCCN1CCC(Cc2ccccc2)CC1)c1ccc2nc(N3CCOCC3)sc2c1	-4	-22	4	-7	-7	-8	-45	0	-1	9	0
28	COCCNC(=O)C1CCCN(C(=O)c2ccc3c(c2)C(C)(C)CCC3(C)C)CC1 (stereo not drawn)	-6	14	-19	-7	.	30	-16	.	-9	5	22
29	CN1CCC2(CC1)C1CN(C)CC=C1C(C#N)=C(N)C2(C#N)C#N (stereo not drawn)	-3&-1	13&6	-4&-15	12&-4	2&3	-17&17	-5&-4	-3&-1	0&-11	12&8	10&22
30	COc1ccc(NC(=O)CNC(=O)c2nn(-c3ccc(OC)c(OC)c3)c(=O)c3ccccc23)c(OC)c1	3	3	8	-22	1	7	-1	-1	-16	-6	-4
31	COc1ccc(-n2nc(C(=O)NCc3ccco3)c3ccccc3c2=O)cc1	8	-13	-8	18	4	-5	-6	7	0	-7	2
32	COc1cccc(C(C)NC(=O)Nc2cc(Cl)ccc2OC)c1 (stereo not drawn)	3	12	-13	2	-1	10	3	-6	-7	16	-8
33	COc1ccc(Nc2nnc(Cc3ccncc3)c3ccccc23)c(OC)c1	-8	-7	-7	-2	5	-10	2	12	-9	0	-27
34	CCc1ccc(C(=O)CN2C(=O)NC(C)(c3ccc(C)cc3)C2=O)cc1 (stereo not drawn)	3	7	-6	7	-3	-1	-3	10	3	-5	-23
35	CC(=O)C1=C(c2ccccc2)NC(=O)NC1c1ccc2c(c1)OCO2 (stereo not drawn)	14	3	-9	-5	1	-4	-7	-3	-6	7	7
36	Cc1cccc(C(=O)NCC(=O)OCC(=O)c2cc(C)n(CC3CCCO3)c2C)c1 (stereo not drawn)	17	6	15	59*	8	12	10	-5	-1	80*	9
37	CCCCN(CCCC)c1ncnc2nc[nH]c12	45	1	1	59*	3	3	42	2	3	33	28
38	COc1ccc(CNC(=O)CNC(=O)c2c(C)nn(C)c2Cl)cc1	13	-13	-5	23	-2	-8	-16	-4	-3	-2	-11
39	CCOc1ccc(NC(=O)COc2ccccc2)c([N+](=O)[O-])c1	-54	-28	31	-30	-17	-54	-75	6	-10	-51	-23
40	Cc1onc(-c2ccccc2)c1C(=O)Nc1ccccc1N1CCOCC1	-5	22	2	10	7	-3	6	1	7	-16	4

Results in sequence from the entries so far:
TROY signal inh for entries 21–30: 3, 7, -19, 77*, 3, 5, 9, 5, 12&8, -6
NR2F2 inh for entries 21–30: 8, 9, -13, -7, 17, 2, -22, 14, 13&6, 3
NCOA3 inh for entries 21–30: 9, 4, -14, ., 17, 7, -4, -6, -3&-1, 3

Next structures:
No.	compound	NCOA3 inh	NR2F2 inh	C8 TRAIL sens	TWEAK Fn14 block	EBV LMP1 NFkB	NR5A2 inv ag	SRC1 inh	TLR9-MyD88 inh	NOD2 RIPK2 PPI	TROY signal inh	SRC2 inh
41	Cc1ccc(NC(=O)CN2CCN(C(=O)c3ccco3)CC2)cc1	-4	-5	-7	-7	0	-16	0	6	5	-10	4
42	CCCNC(=O)/C(C#N)=C1\N=C(NC(=O)c2cccs2)c2ccccc21	7	1	22	-7	-11	-1	-4	-9	-2	-19	4
43	CCN(CC)C(=O)Cn1cc(SCC(=O)NC2CCCCC2)c2ccccc21	0	-6	-11	-15	-2	8	-11	6	4	-14	10
44	CNC(=S)NNC(=O)c1sccc1OCc1ccc(Cl)cc1Cl	12	-11	-6	-3	-4	-6	-10	-7	-11	3	1
45	Cc1cccc(N2CCN(CC(O)COCc3cccs3)CC2)c1C (stereo not drawn)	25	-13	6	-24	-4	17	-7	4	4	5	18
46	CCCCSc1ncc(C(=O)OCC)c(N)n1	-71	-49	11	11	-20	-198	-158	-1	-6	-62	-27
47	O=C(CCOc1ccccc1)N1CCCC(Nc2ccccc2)C1 (stereo not drawn)	9	-1	4	1	4	1	10	3	8	-8	-2
48	O=C(C1CCN(S(=O)(=O)c2ccc(F)cc2)CC1)N1CC=C(c2ccccc2)CC1	14	-5	-23	16	-3	2	8	-6	-6	12	-1
49	CSCCC(C(=O)Nc1c(C)cccc1C)n1c(COc2ccc(C)cc2)nc2ccccc21 (stereo not drawn)	.	10	13	.	.	-2	.	.	-13	.	-19
50	CCCCC(=O)Nc1nc(C)c(-c2csc(Nc3cc(OC)ccc3OC)n2)s1	-28	-21	1	0	-6	12	8	-8	3	-1	-1
51	CCn1c2ccccc2c2cc(NC(=O)Cc3ccc(S(=O)(=O)N4CCOCC4)s3)ccc21	-8	13	3	-10	-9	8	-10	-6	5	-19	4
52	Cc1ccc(OCC(=O)Nc2ccccc2C(=O)NC2CC2)cc1	3	-5	12	0	-3	-20	0	0	-4	-7	-9

6 of these compounds, set out differently:
42: CCCNC(=O)/C(C#N)=C1\N=C(NC(=O)c2cccs2)c2ccccc21
43: CCN(CC)C(=O)Cn1cc(SCC(=O)NC2CCCCC2)c2ccccc21
44: CNC(=S)NNC(=O)c1sccc1OCc1ccc(Cl)cc1Cl
45: Cc1cccc(N2CCN(CC(O)COCc3cccs3)CC2)c1C (stereo not drawn)
46: CCCCSc1ncc(C(=O)OCC)c(N)n1
47: O=C(CCOc1ccccc1)N1CCCC(Nc2ccccc2)C1 (stereo not drawn)

assay / entry,42,43,44,45,46,47
NCOA3 inh,7,0,12,25,-71,9
NR2F2 inh,1,-6,-11,-13,-49,-1
C8 TRAIL sens,22,-11,-6,6,11,4
TWEAK Fn14 block,-7,-15,-3,-24,11,1
EBV LMP1 NFkB,-11,-2,-4,-4,-20,4
NR5A2 inv ag,-1,8,-6,17,-198,1
SRC1 inh,-4,-11,-10,-7,-158,10
TLR9-MyD88 inh,-9,6,-7,4,-1,3
NOD2 RIPK2 PPI,-2,4,-11,4,-6,8
TROY signal inh,-19,-14,3,5,-62,-8
SRC2 inh,4,10,1,18,-27,-2

An excerpt, so the mix of outcomes need not match the whole.
